Pf gametocyte = P. falciparum stage V gametocyte viability inhibition | P. falciparum stage V gametocytes, ATP luminescence, 24 h | inhibition, % at 10.9 µM | hit rate 0.065% among 150,000;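 active = inhibition above the mean plus 3 SD of compounds within the control limits, set per campaign, cut at about 38% in these data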;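 note: 0% = DMSO wells and 100% = medium only without gametocytes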
Mcl1-Bid inh = disrupts binding of human Mcl-1 to Bid peptide; hit rate 0.97% among 220,000; Q07820; inhibition, % at 21.7 µM; TR-FRET Mcl-1/Bid-Dy647 peptide binding, 1536-well;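 active = compounds that cut the binding signal by more than half at the single screening dose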;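 note: His-tagged Mcl-1 with europium anti-His antibody binding Bid BH3 peptide; 0% = Mcl-1 plus peptide wells and 100% = peptide-only wells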
Avidin bead fluor = compound fluoresces at 488/530 nm on avidin beads | compound fluorescence 488/530 nm, flow cytometry; stronger effect = higher value | fluorescence (KMESF) at 10 µM | hit rate 0.38% among 220,000 | AID 1775; in the data active = fluorescence above about 47; note: inactives centre near 10
ABCG2 inh = inhibitors of human ABCG2 transporter, ABCB1 counter-screen | Q9UNQ0 | IgMXP3 cells, JC-1 efflux, flow cytometry | inhibition, % at 6.6 µM | hit rate 0.1% among 190,000 | AID 1325;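 active = inhibition above 80%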;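 note: 0% = DMSO and 100% = nicardipine control wells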
Target sequence (Q9UNQ0 whole entry, looked up): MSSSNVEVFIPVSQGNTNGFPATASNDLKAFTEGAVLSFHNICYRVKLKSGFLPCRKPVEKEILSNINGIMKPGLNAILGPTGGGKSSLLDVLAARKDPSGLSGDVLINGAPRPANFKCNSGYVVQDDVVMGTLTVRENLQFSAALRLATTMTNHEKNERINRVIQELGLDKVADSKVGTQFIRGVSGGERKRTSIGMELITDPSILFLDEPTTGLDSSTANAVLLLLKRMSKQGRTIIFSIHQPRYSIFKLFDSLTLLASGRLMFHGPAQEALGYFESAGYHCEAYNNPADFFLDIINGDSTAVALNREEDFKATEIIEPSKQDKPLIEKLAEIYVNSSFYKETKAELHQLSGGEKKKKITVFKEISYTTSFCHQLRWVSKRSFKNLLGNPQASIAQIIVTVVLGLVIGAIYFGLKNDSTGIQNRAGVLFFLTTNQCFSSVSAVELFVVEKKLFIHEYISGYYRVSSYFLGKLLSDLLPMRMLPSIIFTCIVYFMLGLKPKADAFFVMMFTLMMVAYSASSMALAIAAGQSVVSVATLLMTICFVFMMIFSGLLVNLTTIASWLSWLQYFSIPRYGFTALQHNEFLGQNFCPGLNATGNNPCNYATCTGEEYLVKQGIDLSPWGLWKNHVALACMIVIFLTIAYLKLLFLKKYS
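Test system: IgMXP3 cells (ABCG2) mixed with DDAO far-red-labelled CCRF-Adr cells (ABCB1). Reagent: JC-1 transporter substrate. Compound dosing: single test compound dose, 6.6 µM final. Times: 10 min compound exposure, 25 °C. Detection: flow cytometry of retained JC-1 fluorescence. Read-out basis: efflux inhibition in percent versus controls. Controls: nicardipine and DMSO wells.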
RGS7-Gao = human RGS7-Galphao interaction regulation | Multiplexed bead flow cytometry, RGS7-Galphao binding; actives lie on both sides | AID 1439 | P09471 | hit rate 0.35% among 220,000 | binding response (% of control), % at 10 µM; in the data active = binding response below about 49% or above about 150%; inconclusive = no clear call, values can overlap the other calls; inactive = in between;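 note: fluorescent Galphao held in activated GDP-AlF4 state binding bead-coupled RGS7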
Target sequence (P09471 whole entry, looked up): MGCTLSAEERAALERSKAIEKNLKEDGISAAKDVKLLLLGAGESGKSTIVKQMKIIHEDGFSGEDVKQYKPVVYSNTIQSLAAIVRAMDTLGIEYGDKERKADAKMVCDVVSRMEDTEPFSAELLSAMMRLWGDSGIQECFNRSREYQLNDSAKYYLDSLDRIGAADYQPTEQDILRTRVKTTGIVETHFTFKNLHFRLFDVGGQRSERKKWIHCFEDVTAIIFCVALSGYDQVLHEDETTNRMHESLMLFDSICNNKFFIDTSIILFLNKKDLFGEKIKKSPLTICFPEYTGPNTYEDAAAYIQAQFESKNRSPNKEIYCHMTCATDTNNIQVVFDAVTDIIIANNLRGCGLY
Mcl1-Noxa inh = disrupts binding of human Mcl-1 to Noxa peptide; TR-FRET Mcl-1/Noxa peptide binding, 2 h; inhibition, % at 21.7 µM; hit rate 1.5% among 220,000; AID 1022;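 active = compounds that cut the protein-peptide binding signal by more than 50% relative to plate controls in a single-dose test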;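 note: His-tagged Mcl-1 with rhodamine Noxa BH3 peptide and terbium anti-His antibody; 0% = Mcl-1 plus Noxa peptide wells and 100% = peptide-only wells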
RGS4-Gao reg = human RGS4-Galphao interaction regulation; Multiplexed bead flow cytometry, RGS4-Galphao binding; actives lie on both sides; binding response (% of control), % at 10 µM; hit rate 0.33% among 220,000; in the data active = binding response below about 49% or above about 150%; inactive = in between;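 note: fluorescent Galphao activated with aluminum fluoride binding bead-coupled RGS4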
Bim-Mcl-1 = human Bim-Mcl-1 interaction inhibition; Q07820; hit rate 0.1% among 190,000; Bead-based flow cytometry, Bim peptide-Mcl-1 binding; inhibition, % at 10 µM; in the data active = inhibition above about 40%;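 note: 0% = no compound tracer wells and 100% = peptide blocker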
GSH bead fluor = GSH bead compound fluorescence profile | hit rate 0.25% among 190,000 | fluorescence (KMESF) at 10 µM | GSH beads flow cytometry, compound fluorescence 488/530 nm; stronger effect = higher value | AID 1776; in the data active = fluorescence above about 89;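 note: glutathione beads carrying GST-tagged Bcl family fusion proteins plus one bare bead set; values are compound well signal with DMSO vehicle wells as background; inactives centre near 16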
RGS8-Gao reg = human RGS8-Galphao interaction regulation; P09471; multiplexed bead flow cytometry, RGS8-Galphao binding; actives lie on both sides; response (percent of control binding), % at 10 µM; hit rate 0.34% among 220,000; AID 1423; in the data active = response below about 60% or above about 140%; inactive = in between;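 note: Galphao activated as the GDP aluminium fluoride complex binding bead-coupled RGS8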
ABCB1 inh = inhibitors of human ABCB1 transporter, ABCG2 counter-screen | P08183 | CCRF-Adr cells, JC-1 efflux, flow cytometry | inhibition, % at 6.6 µM | hit rate 0.067% among 190,000; in the data active = inhibition above about 40%;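 note: 0% = vehicle and 100% = reference inhibitor; higher value means more JC-1 retained so stronger ABCB1 efflux block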
Starred values were filed as active, the others as inactive; ? = inconclusive; . = no result given. This is a random part of the collection; overall some 3.3% were active at least once.

SMILES	Pf gametocyte	Mcl1-Bid inh	Avidin bead fluor	ABCG2 inh	RGS7-Gao	Mcl1-Noxa inh	RGS4-Gao reg	Bim-Mcl-1	GSH bead fluor	RGS8-Gao reg	ABCB1 inh
Cc1nc2c3cc(F)ccc3n(Cc3ccccc3)c2s1	-11	-6	15	1	108	25	103	8	6	109	-0.5
Cc1ccccc1-c1nn(-c2ccc(F)cc2F)cc1CNCCN(C)C	5	1	2	5	95	4	99	-3	10	98	1.9
O=C1c2ccccc2C(=O)N1CCSc1ccccc1	.	-23	21	5	112	17	115	-1	11	110	0.9
C/C(CC(=O)Nc1ccc(Cl)cn1)=N\NC(=O)Cc1cccs1	-4	-14	7	.	?	6	95	.	.	100	.
CCO/C=C1/C(=O)N(C)C(=O)c2cc(OC)ccc21	9	-2	3	4	93	19	98	0	47	86	1.0
Cc1ccc2c(c1)[nH]c1c(=O)n(CCN3CCNCC3)cnc12	.	-12	9	1	92	17	93	5	10	97	0.1
Cn1c(=O)c2c(=O)cc(NNC(=O)C(C)(C)C)[nH]c2n(C)c1=O	.	-19	12	10	96	-14	102	-2	37	97	0.8
CCOC(=O)c1ccc(N=C2SC(C(=O)Nc3ccc(C(=O)O)cc3)CC(=O)N2Cc2cccs2)cc1 (stereo unspecified)	-9	8	10	-12	105	12	106	2	9	104	-1.9
CC(C)c1cc(NC(=O)CSc2nnc(-c3ccccc3F)n2C)on1	-17	-29	8	1	93	-4	96	-3	9	101	0.0
Cc1cc(-c2nnc(SCC(=O)Nc3nccs3)o2)no1	14	-147	9	.	?	-57	102	.	.	102	.
CCCOc1cc(CC(=O)NCc2ccco2)ccc1OC	25	-6	8	4	108	22	109	0	43	108	1.0
COc1cccc(CNn2cnnc2)c1OCc1ccc(F)cc1	.	-14	9	2	98	19	102	0	54	98	0.3

Profiles from above. Order of screens: Pf gametocyte	Mcl1-Bid inh	Avidin bead fluor	ABCG2 inh	RGS7-Gao	Mcl1-Noxa inh	RGS4-Gao reg	Bim-Mcl-1	GSH bead fluor	RGS8-Gao reg	ABCB1 inh
CCCOc1cc(CC(=O)NCc2ccco2)ccc1OC as listed: 25	-6	8	4	108	22	109	0	43	108	1.0
CC(C)c1cc(NC(=O)CSc2nnc(-c3ccccc3F)n2C)on1 as listed: -17	-29	8	1	93	-4	96	-3	9	101	0.0

(next part)
SMILES	Pf gametocyte	Mcl1-Bid inh	Avidin bead fluor	ABCG2 inh	RGS7-Gao	Mcl1-Noxa inh	RGS4-Gao reg	Bim-Mcl-1	GSH bead fluor	RGS8-Gao reg	ABCB1 inh
CCCCCC/C(C)=C1/SC(=S)NC1=O	.	-29	14	-1	102	-4	100	-1	9	102	-0.3
C/C(=N\Nc1ccc([N+](=O)[O-])cc1)c1ccc(O)cc1	-16	-35	8	8	?	29	100	1	25	99	0.7
Cc1cc(C)nc(-n2nc(C)c(C3(O)C(=O)Nc4ccccc43)c2N)n1 (stereo unspecified)	.	-56	10	1	95	-7	95	-2	43	98	0.0
O=C(CSc1nnc(-c2cccnc2)n1C1CCCCC1)NC1CCCC1	.	-26	23	11	110	56*	106	-3	25	110	0.5
c1cc2c(cc1-n1cnnn1)OCO2	.	-19	8	2	98	-4	100	0	14	102	-0.7
NC(=O)CSc1nnc(-c2ccc(S(=O)(=O)N3CCCC3)cc2)o1	-23	-16	23	1	105	0	99	-4	13	105	0.3
O=C1CCC2(C(=O)O)Sc3ccccc3N12 (stereo unspecified)	28	5	5	.	92	10	89	5	17	96	.
CCOC(=O)CC(NC(=O)CCc1c(C)nc2ncnn2c1C)c1ccc(C)cc1 (stereo unspecified)	-4	-26	8	15	95	4	96	29	10	97	0.7
CCNC(=O)n1cc(-n2cncn2)c(-c2ccccc2)n1	26	-3	11	9	95	4	96	-2	18	97	0.0
C=CCn1c(O)c(N=NC(=S)Nc2ccc(OC)cc2)c2ccccc21	13	-32	9	0	103	-45	101	3	24	104	0.1
CCCN1CCN(C(c2cc3cc4c(cc3[nH]c2=O)OCO4)c2nnnn2C(C)(C)C)CC1 (stereo unspecified)	0	9	37	7	108	-2	104	-2	22	101	0.8
O=C(COC(=O)c1ccc[nH]c1=O)NCCc1ccc(Cl)cc1Cl	-2	-3	8	.	?	20	97	.	.	99	.
COc1ccc(C(=O)N2CCN(S(=O)(=O)N3CCOCC3)CC2)cc1OC	.	-25	15	0	87	4	89	-1	48	92	0.1
COc1ccc(C(=O)/C=C/c2ccc(OC)c(COc3ccccc3F)c2)cc1	.	-25	4	7	98	27	100	-4	5	102	0.0
NC(=O)c1ccccc1N1CCCCC1	-7	-16	6	.	?	13	95	.	.	98	.
Cc1ccc(S(=O)(=O)Nc2nccs2)cc1[N+](=O)[O-]	5	-34	12	1	99	10	104	-1	11	101	0.4
Cc1ccc(C)c(NC(=O)c2cc3ccccn3n2)c1	.	-34	7	9	101	19	100	2	24	103	1.0
O=C(CSc1cccc[n+]1[O-])NCC1CCCCC1	18	0	9	3	?	-9	100	-1	14	101	0.9
O=C(NCc1ccc2c(c1)CCO2)Nc1cccc(C(F)(F)F)c1	1	-3	6	.	?	6	107	.	.	105	.
O=C(NC(=S)NCc1ccncc1)c1ccccc1	.	-44	8	8	?	-1	99	0	16	99	-0.1
C=CCn1cnc2sc(C(=O)Nc3ccccc3OC)c(C)c2c1=O	-14	-29	11	4	111	10	104	1	10	107	0.4
CCOC(=O)Cc1nnc(Nc2ccc(C(=O)NC)cc2)c2ccccc12	9	-24	5	.	?	7	99	.	.	100	.
COc1ccccc1N1CCN(/N=C/c2ccc(OC)c(OC)c2OC)CC1	21	-28	5	1	103	0	100	30	9	103	-0.5
CC(C)CCN1CCN(Cc2nc(-c3ccccc3)cs2)CC1CCO (stereo unspecified)	.	-15	11	-1	108	22	106	-2	11	104	0.3
COc1ccc(/C(=C\Nc2ccc(C)c(C)c2)C(C)=O)cc1OC	8	-26	8	2	97	5	96	0	19	99	0.6
CC(=NCCc1c(C)[nH]c2ccc(C)cc12)C1=C(O)CC(c2ccccc2)CC1=O (stereo unspecified)	-7	-65	15	-7	107	12	101	27	5	99	-0.3
CCC(=O)Nc1nonc1-c1nc2ccccc2n1CCC(C)C	.	-6	41	10	95	7	95	-2	10	98	0.8
CN(Cc1ccccc1)C(=O)c1ccc2c(c1)OCO2	6	-15	37	9	103	1	101	-7	25	101	0.2
Cc1c(C(=O)OCC[N+]2(C)CCCCC2)oc2ccccc12	9	1	15	-3	102	25	101	-4	11	100	-0.9
O=C(N/N=C/c1ccc(Cl)c([N+](=O)[O-])c1)c1cc(-c2ccc3c4c(cccc24)CC3)n[nH]1	-17	23	7	.	?	64*	95	.	.	98	.
CCOc1ccccc1CN1CCC(O)CC1	0	33	15	1	102	13	103	0	13	101	0.2
C=C(C)c1cccc(C(C)(C)NC(=O)NCc2ccc(OC)cc2)c1	12	-20	12	2	102	22	103	-1	12	103	-0.2
COc1cc(OC)cc(C(=O)NCC(=O)OCc2csc(-c3ccccc3)n2)c1	1	-5	8	44	93	35	94	0	4	86	1.2
CS(=O)(=O)N(CC(=O)N/N=C/c1ccccn1)c1ccc(Oc2ccccc2)cc1	-7	-33	8	6	101	2	107	-2	10	101	1.6
O=C1N=c2ccccc2=C1c1sc(=S)n(NC(=O)c2ccccc2)c1O	6	-43	7	.	?	41	99	.	.	104	.
CC(C)N1C(=O)CCC1C(=O)O (stereo unspecified)	-11	10	10	-4	110	3	110	-8	23	107	0.5
CC1CC(C)CN(S(=O)(=O)N2CCC(C(=O)NCCC3=CCCCC3)CC2)C1 (stereo unspecified)	-16	-1	.	0	100	1	99	0	12	100	0.2
Cc1ccc(S(=O)(=O)Nc2nc3n(n2)C(c2ccc(Cl)cc2)CC(=O)N3)cc1 (stereo unspecified)	.	-11	12	1	104	7	102	0	17	104	0.3
O=C(C1=C[C@@H](c2ccc(C(F)(F)F)cc2)C[C@@H](OCCCCO)O1)N1CCN(Cc2ccc3c(c2)OCO3)CC1	.	-40	6	4	98	6	98	-4	19	99	2.4
Cc1ccc(/C=C/C2=NN(C)C(=O)CC2)cc1	29	-16	14	0	105	-6	106	-1	12	105	-0.1
CC(=O)OCC1=C(C(=O)O)N2C(=O)C(NC(=O)c3ccc(COc4cccc(Cl)c4Cl)o3)C2SC1 (stereo unspecified)	-13	-5	22	0	97	48	100	-1	17	98	0.0
C/C=C/C(=O)Nc1nnc(C(C)C)s1	2	-3	8	-1	100	1	100	.	30	103	0.3
CCOC(=O)CN(C(=O)CSc1nnc(C)n1-c1ccccc1)c1cccc([N+](=O)[O-])c1	.	-7	12	2	103	3	102	-6	25	105	0.7
CC(C)(C)c1ccc(OCCCC(=O)NC2=NCCS2)cc1	.	8	9	5	102	22	99	-5	25	103	1.5
CC(C)(C)C(=O)OC/C(N)=N/OC(=O)c1ccc(Cl)c(Cl)c1	-10	-2	5	.	?	-1	86	.	.	93	.
COc1n[nH]c(C(=O)Nc2cc(F)ccc2C)c1[N+](=O)[O-]	.	-16	2	12	96	6	97	-2	13	88	.
CCOC(=O)C1(CC2CCCCO2)CCN(C(=O)Nc2ccc(SC)cc2)CC1 (stereo unspecified)	-7	-17	2	15	103	3	105	-3	15	109	1.1
CCCN(CCC)CC(=O)Nc1cccc2c1OCO2	.	-6	8	9	99	14	100	1	50	97	0.8
COc1ccc(N(C(=O)c2cccnc2)S(=O)(=O)c2ccccc2)cc1	21	-9	7	1	106	-3	108	-2	13	104	-0.2
Cc1ccc(CNC(=O)c2ccc[nH]2)cc1	13	0	8	7	100	-9	101	-1	21	102	3.1
Fc1ccccc1Cc1ccc(Cl)nn1	15	-32	9	1	98	-14	100	-3	14	102	-0.3
CSc1ccc(/C=C/C(=O)N2CCCN(C)CC2)cc1	6	-27	10	5	?	28	98	-1	17	96	-0.1
Cc1nc2ccc(Cl)cn2c1C(=O)NN	-3	0	13	1	108	2	106	0	11	100	0.4
O=c1cc(NS(=O)(=O)c2ccccc2)nc(SCc2ccc(Cl)cc2)[nH]1	6	-3	16	12	92	23	96	-2	17	98	0.9
CC(=O)Nc1ccc(C2Nc3ccccc3C(=O)N2C2CCCCC2)cc1 (stereo unspecified)	-7	-9	14	3	100	4	100	-5	16	102	0.5
COc1ccc(N(C)S(=O)(=O)c2cccc(C(=O)Nc3ccc(-n4cnnn4)cc3)c2)cc1	.	-32	5	1	100	20	99	2	29	99	-0.1
COc1ccc2[nH]c3c(=O)n(CCc4ccccc4)cnc3c2c1	10	2	6	.	?	6	99	.	.	102	.
O=C(Oc1c(CN2CCOCC2)cc(Cl)c2cccnc12)c1ccc(F)cc1	7	-52	17	1	103	-58	100	-9	38	101	0.7
CCOc1ccc(CNC23CN4CN(CN(C4)C2)C3)cc1	-9	-37	10	-6	107	16	115	-11	15	118	-1.5
O=[N+]([O-])c1cc(C(F)(F)F)ccc1-n1nnc2ccccc21	.	6	13	0	100	-3	102	-2	12	101	0.1
Cc1cc(Cl)c(S(=O)(=O)N(C)C)cc1OCC(N)=O	-5	-8	22	1	99	-23	101	-2	16	101	0.3
